# Screening data (PubChem BioAssay)
# Wnt bcat act: Wnt/beta-catenin pathway activation. activation, % at 9.35 µM. actives 1.2% (n = 300,000). Wnt/beta-catenin reporter cell assay, activator, plate reader. AID 743398; in the data active means activation above about 30%, passing the limit was not always enough;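 further: 0% = neutral control wells and 100% = positive control wells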
# The depositor's hits bear a star.
SMILES,Wnt bcat act
COC(=O)[C@]12CCCCC=C1N(CCC1=CCCCC1)C(=O)[C@H](CC(=O)N1CCN(C(=O)c3ccco3)CC1)C2,-5
COc1ccccc1-c1cccc2c3c([nH]c12)[C@@H]1C[C@H]2[C@@H](C(=O)N1CC3)[C@H](C)ON2C,-2
O=C1NC[C@H](CCCCN2C[C@H](Cc3ccc(O)cc3)N(CCc3ccc(O)cc3)C(=O)C2=O)N(CC2CCCCC2)C1=O,-2
CC1(c2nnnn2Cc2ccccc2)CCC(=O)N1Cc1cccnc1 (stereo not given),0
CCCCNC(=O)C1(C)CCCCN1Cc1ccc2ccccc2c1 (stereo not given),0
Oc1ccc(/C=N/Nc2ccc(C(F)(F)F)cn2)cc1O,5
Cc1ccc([N+](=O)[O-])cc1CN1CCN(c2ncc(Cc3ccccc3)cn2)CC1,-3
O=C(NCc1ccc(F)cc1)c1cc(C2CCCCN2C(=O)c2ccc(Cl)cc2)on1 (stereo not given),-3
COc1cc(CNC(=O)c2cc(-c3ccc(OC)cc3C)n[nH]2)cc(OC)c1,-1
COc1ccc(C(O)c2nc(-c3ccccc3OC)cs2)cc1 (stereo not given),5
COc1cccc(C(NC(C)=O)c2nc(-c3cccs3)cs2)c1 (stereo not given),0
CCCCNC(=O)C1(C)CCCCN1C(=O)c1cccc(OC(F)(F)F)c1 (stereo not given),-1
NC(Cc1ccc(C(F)(F)F)cc1)c1csc(Nc2nccc(C(F)(F)F)n2)n1 (stereo not given),1
CCCCCCCCN1C(=O)[C@H](CC(=O)N2CCCC2)C[C@@]2(C(=O)OC)CCCCC=C12,-1
CCOc1ccccc1NC(=O)c1ccc2c(O)c(S(=O)(=O)c3ccccc3)c(=O)[nH]c2c1,0
CCCCCC[n+]1ccccc1/C=C/c1ccc(N(C)C)cc1,-10
CCc1nc2ccc(C(=O)Nc3ccc(OC)c(OC)c3)cn2c1N(C)Cc1ccc(OC)cc1,-3
CN(C)c1cccc(-c2cc(Nc3ccc(C(C)(C)C)cc3)ncn2)c1,-6
Cc1ccc(S(=O)(=O)Nc2ccc3c(c2)C(=O)N([C@@H](C)CO)C[C@@H](C)[C@@H](CN(C)C(=O)NC2CCCCC2)OCCCC[C@H](C)O3)cc1,1
CN(C)C(=O)N1CCN(C(=O)[C@H](CCc2ccccc2)NC(=O)[C@H]2O[C@@H](n3cnc4c(N)ncnc43)[C@H](O)[C@@H]2O)CC1,-2
CC(C)NC(=O)N[C@H]1CC[C@H](CC(=O)NCc2ccc(Oc3ccccc3)cc2)O[C@@H]1CO,2
CCCCCCCCN1C(=O)[C@H](CC(=O)NCc2ccc(OC)c(OC)c2)C[C@@]2(C(=O)OC)CCCCC=C12,-3
COc1ccc(OC)c(N2C(=O)c3ccccc3C2c2nnnn2-c2ccc3c(c2)OCCO3)c1 (stereo not given),-2
CCCCNC(=O)C1(C)CCC(=O)N1C1CCN(Cc2ccccc2)CC1 (stereo not given),-1
COC(=O)c1cc(S(=O)(=O)NCC2CCN(C(=O)C(=O)c3cc4ccccc4o3)CC2)cs1,-4
CC1C(=O)N(Cc2cn(Cc3ccco3)nn2)CCS(=O)(=O)N1Cc1ccc(-c2ccc(F)cc2Cl)cc1 (stereo not given),3
CC(O)(c1ccc(F)c(F)c1)c1nc(-c2csc3ccccc23)cs1 (stereo not given),-1
COc1ccc(CN2CC[C@@H]3CN(C(C)=O)[C@H](c4ccccc4Br)C[C@@H]32)cc1,-2
Cc1cccc(-c2cc(N3CCCN(C)CC3)n3nccc3n2)c1,-1
COc1cccc(C(NC(C)=O)c2nc(/C=C/c3ccccc3)cs2)c1 (stereo not given),-1
CCc1nc2c(OCCOc3ccc(F)cc3)cccn2c1N(C)C(=O)c1ccccc1F,-2
Cn1nc(C(C)(C)C)cc1C(=O)N1CCCCC1c1cc(C(=O)Nc2cccc3c2CCCC3)no1 (stereo not given),-3
CCCCn1c(O)c2n(c1=O)Cc1ccccc1N=C2c1ccc(OC)cc1,-1
Cc1ccc2ccc(C(Nc3ccccc3)c3ccc(C(C)C)cc3)c(O)c2n1 (stereo not given),-12
CC1(C)Cc2cccc(OC(=O)NC3CCCCC3)c2O1,0
O=C1Nc2ccccc2N=C(c2ccccc2)C1N(C(=O)c1ccnc2ccccc12)c1ccccc1 (stereo not given),-2
CN(C)c1cccc(NC(=O)C2Cc3c(-c4ccc(Cl)cc4)ccnc3O2)c1 (stereo not given),1
O=C(N[C@H](C(=O)N1CCC[C@H]1C(=O)NCCc1ccccc1Cl)C1CCCCC1)c1ccc(Cl)c(Cl)c1,-4
COC(=O)[C@@]1(Cc2ccc(F)cc2)[C@H]2c3cc(C(=O)N(C)C)n(CCc4c[nH]c5ccc(O)cc45)c3C[C@H]2CN1C(=O)c1ccccc1,-3
CCCCNC(=O)C1(C)CCN1C(=O)Cc1ccc(OC)cc1 (stereo not given),-11

# 14 entries from above, with tabs:
compound	Wnt bcat act
CC(C)NC(=O)N[C@H]1CC[C@H](CC(=O)NCc2ccc(Oc3ccccc3)cc2)O[C@@H]1CO	2
CCCCCCCCN1C(=O)[C@H](CC(=O)NCc2ccc(OC)c(OC)c2)C[C@@]2(C(=O)OC)CCCCC=C12	-3
COc1ccc(OC)c(N2C(=O)c3ccccc3C2c2nnnn2-c2ccc3c(c2)OCCO3)c1 (stereo not given)	-2
CCCCNC(=O)C1(C)CCC(=O)N1C1CCN(Cc2ccccc2)CC1 (stereo not given)	-1
COC(=O)c1cc(S(=O)(=O)NCC2CCN(C(=O)C(=O)c3cc4ccccc4o3)CC2)cs1	-4
CC1C(=O)N(Cc2cn(Cc3ccco3)nn2)CCS(=O)(=O)N1Cc1ccc(-c2ccc(F)cc2Cl)cc1 (stereo not given)	3
CC(O)(c1ccc(F)c(F)c1)c1nc(-c2csc3ccccc23)cs1 (stereo not given)	-1
COc1ccc(CN2CC[C@@H]3CN(C(C)=O)[C@H](c4ccccc4Br)C[C@@H]32)cc1	-2
Cc1cccc(-c2cc(N3CCCN(C)CC3)n3nccc3n2)c1	-1
COc1cccc(C(NC(C)=O)c2nc(/C=C/c3ccccc3)cs2)c1 (stereo not given)	-1
CCc1nc2c(OCCOc3ccc(F)cc3)cccn2c1N(C)C(=O)c1ccccc1F	-2
Cn1nc(C(C)(C)C)cc1C(=O)N1CCCCC1c1cc(C(=O)Nc2cccc3c2CCCC3)no1 (stereo not given)	-3
CCCCn1c(O)c2n(c1=O)Cc1ccccc1N=C2c1ccc(OC)cc1	-1
Cc1ccc2ccc(C(Nc3ccccc3)c3ccc(C(C)C)cc3)c(O)c2n1 (stereo not given)	-12

# Continued.
SMILES,Wnt bcat act
CCOc1ccccc1NC(=O)CC1SC(=N)N(c2ccccc2)C1=O (stereo not given),-1
COCCNC(=O)C1(C)CCCN(C(=O)c2cccc(C#N)c2)C1 (stereo not given),-1
Cc1cccc(Cl)c1NC(=O)NCCCN1CCOCC1,-3
N#Cc1cc(F)cc(OCCCN2CCC(C(O)(c3ccccc3)c3ccccc3)CC2)c1,-1
CCOC(=O)c1ccc(-c2ccc(N3C(c4cccc(OC)c4)=Cc4ccc(F)cc4C3CC(C)=O)cc2)cc1F (stereo not given),0
CC(=O)Nc1ccc(C(=O)N2CCCCC2c2cc(C(=O)Nc3cccc4c3CCCC4)no2)cc1 (stereo not given),-1
Cc1noc(C)c1-c1ccc(C(=O)NCc2ccccc2)c2occc12,9
COc1cc(-c2cnc3c(NC=O)cc(-c4cccc(C(F)(F)F)c4)cn23)cc(OC)c1OC,-5
CCCNC(=O)C1(C)CCCN(Cc2cc(-c3ccccc3)n(C)n2)C1 (stereo not given),0
O=C1NC[C@H](CC2CCCCC2)N(CCc2cc(C(F)(F)F)cc(C(F)(F)F)c2)C1=O,-1
Cc1ccc(S(=O)(=O)N2[C@H](C(C)C)[C@H]3[C@H]4C(=O)N(c5ccccc5)C(=O)[C@H]4CC(=O)[C@H]3[C@@H]2c2ccccc2)cc1,-1
Cc1nc2ccc(C(=O)N3c4ccccc4N=C(c4ccc5c(c4)OCO5)C3C(=O)NCc3ccccc3)cc2[nH]1 (stereo not given),-4
CCN1C(=O)[C@@H]2[C@@H]3CN(S(=O)(=O)c4ccc(C)cc4)[C@@H](c4ccccc4)[C@@H]3C(=O)C[C@@H]2C1=O,-3
O=C(NCCN1CCNC1=O)c1ccc2sc([C@H]3C[C@H](O)[C@@H](CO)O3)nc2c1,-4
c1ccc(OCCNc2nc(NCC3CC3)nc3ccsc23)cc1,-2
COCCNC(=O)C1(C)CCCN(C(=O)c2ccccc2C(F)(F)F)C1 (stereo not given),0
CC1(C(=O)Nc2ccc3c(c2)OCCO3)CCN1C(=O)c1cccc(F)c1 (stereo not given),1
COc1ccc(C(C)(NC(C)=O)c2nc(-c3cc(F)cc(F)c3)cs2)cc1 (stereo not given),-3
Cc1c(C(=O)NCc2ccc(F)cc2)sc(=O)n1Cc1ccc(Cl)c(Cl)c1,-4
Cc1ccc(NC(=O)C2(C)CCN2C(C)C)cc1C (stereo not given),-1

# Laid out differently: results already given.
molecule	Wnt bcat act
CC1(C(=O)Nc2ccc3c(c2)OCCO3)CCN1C(=O)c1cccc(F)c1 (stereo not given)	1
COc1ccc(C(C)(NC(C)=O)c2nc(-c3cc(F)cc(F)c3)cs2)cc1 (stereo not given)	-3

# Later entries
SMILES,Wnt bcat act
CCOC(=O)C1(C)CCN1C(=O)c1cc2ccccc2s1 (stereo not given),2
COC(=O)Cn1cnc2c(NC(=O)c3ccccc3)ncnc21,-2
Cc1cccc(C)c1-n1nnnc1C1(C)CCC(=O)N1Cc1cccs1 (stereo not given),0
COC(=O)[C@]12CCCCC=C1N(Cc1ccccc1)C(=O)[C@H](CC(=O)NCC1CCCCC1)C2,-4
C[C@@H]1CN(S(=O)(=O)C(C)(C)C)[C@H](CCO)/C1=C\CCO,-1
CC1(C(=O)NCc2ccccc2)CCC(=O)N1C1CCN(Cc2ccccc2)CC1 (stereo not given),1
CCNC(=O)C1(C)CCN(C(=O)c2ccc(C(=O)OC)cc2)C1 (stereo not given),-5
Brc1ccc2nc(-c3ccco3)c(Cc3ccsc3)n2c1,-2
NC(=O)c1ccsc1NC(=O)CSc1n[nH]c(N)n1,14
CC1(C(=O)NS(=O)(=O)C2CC2)CCN(C(=O)c2ccccc2C(F)(F)F)C1 (stereo not given),-1
Cc1ccc(CN2CCC(C)(Oc3cccc(Cl)c3)C2)cc1 (stereo not given),-4
Cc1ccccc1CC1(C)C(=O)Nc2ccc(S(=O)(=O)NC3CCCCC3)cc21 (stereo not given),1
CC(CC(=O)Nc1ccc2c(c1)c(=O)n(C)n2Cc1ccc(F)cc1)C(F)(F)F (stereo not given),-2
COc1ccc(C(O)c2nc(/C=C/c3ccc(C(F)(F)F)cc3)cs2)cc1 (stereo not given),-3
CCOC(=O)C1(C)CCCN(C(=O)c2cccnc2SC)C1 (stereo not given),0
COc1cccc(C(C(=O)NC2CCCC2)N2CCN(c3cc(C)ccc3C)CC2)c1OC (stereo not given),-3
CC1(C(=O)NS(=O)(=O)c2ccccc2)CCN1C(=O)CC1CCCC1 (stereo not given),0
CCc1ccc(NC(=O)c2cc(S(=O)(=O)N3CCCC3)ccc2F)cc1,-1
Oc1[nH]c2ccccc2c1N=Nc1ncnc2c1oc1ccccc12,24
O=C(NCc1ccc(Cl)c(Cl)c1)c1cc(C2CCCCN2C(=O)c2ccccc2)on1 (stereo not given),-2
CCOC(=O)[C@]12CCCC=C1N(Cc1ccc3c(c1)OCO3)C(=O)[C@H](CC(=O)N1CCSCC1)C2,-2
COc1ccc(NC(=O)C(c2ccc(C(F)(F)F)cc2)n2c(=O)c(-c3cc4ccccc4[nH]3)nc3ccccc32)cc1 (stereo not given),1
COc1ccccc1C(=O)N1CCN(C(=O)[C@H](CCc2ccccc2)NC(=O)[C@H]2O[C@@H](n3cnc4c(N)ncnc43)[C@H](O)[C@@H]2O)CC1,-4
O=C(NCc1ccccn1)[C@@H]1CCCN1C(=O)[C@@H]1CCCN1C(=O)c1cccs1,0
CC(=O)C1=CCC(c2ccc(C)o2)N(S(=O)(=O)c2ccc(C)cc2)C1 (stereo not given),-1
COc1cc(-c2coc3c(C(=O)NCc4ccc(N(C)C)cc4)cccc23)ccc1O,-2
CCc1nc2c(OCc3ccc(F)cc3)cccn2c1N(C)C(=O)CC(C)C,-1
COC(=O)c1cc2c(c3c4cc(OC)ccc4n(S(=O)(=O)c4ccc(OC)cc4)c13)C(=O)N(C)C2,-4
Cc1ccc(S(=O)(=O)N2[C@@H](CO)CO[C@H]2CC(=O)c2ccc(F)cc2)cc1,0
O=C(NCc1ccccc1)c1cc(C2CCCN(C(=O)C3CC3)C2)on1 (stereo not given),0
CC(C)(C)c1ccc(C(O)c2ncc(-c3ccc4ccccc4c3)[nH]2)cc1 (stereo not given),-2
CC1(C(=O)NCCc2ccccc2)Cc2c(-c3cccc(C(N)=O)c3)ccnc2O1 (stereo not given),-1
CCCC[C@@H]1CNC(=O)C(=O)N1CCCC,-3
O=c1[nH][nH]c2c1C(c1cccc(C(F)(F)F)c1)OC(CCc1ccccc1)C2 (stereo not given),-1
O=C(Nc1cccc2c1CCCC2)c1cc(C2CCCCN2C(=O)c2cccs2)on1 (stereo not given),0
CCCCOCC1CN(CCCC)S(=O)(=O)c2c(NCc3cc(OC)c(OC)c(OC)c3)cccc2O1 (stereo not given),-5
COc1cc2c(c(OC)c1OC)C1(CCCCC1)CC2NCC=C(C)C (stereo not given),-2
Cc1nc2ccc(C(=O)N3c4ccccc4N=C(c4ccc(C(F)(F)F)cc4)C3C(=O)NC(C)(C)C)cc2[nH]1 (stereo not given),4
CCc1ccc(C(O)c2ncc(-c3ccccc3C(F)(F)F)[nH]2)cc1 (stereo not given),-1
Cc1ccc(C(=O)Nc2c(-c3ccccc3)[nH][nH]c2=O)cc1,0
COC(=O)C[C@H]1C=C[C@@H](NC(=O)C2CC2)[C@@H](CO)O1,45*
C#CCN1CC(COc2ccccc2)Oc2cccc(Oc3ccc(OC)cc3)c2S1(=O)=O (stereo not given),-3
COc1cccc(-c2cnc(C(O)c3ccc(CN4CCCC4)cc3)[nH]2)c1 (stereo not given),-1
CCCCN(C)c1c(C)nc2ccc(C(=O)NCc3ccc(OC)cc3)cn12,-1
CCCS(=O)(=O)NC(=O)C1(C)CCN(C(=O)c2cc(C)on2)C1 (stereo not given),1
CC1(C(=O)NS(=O)(=O)c2ccc(Cl)cc2)CCN1C(=O)CC1CCCC1 (stereo not given),-2
COc1ccc(Cc2c(-c3cccc(Cl)c3)nc3ccc(Br)cn23)c(C)c1,18

# The list is partial; count on the stated rates, not on these rows.
